# Compound activity as filed in PubChem.
# TRPC4 inh – blocks the mouse TRPC4 cation channel | 300,000 tested, 0.39% active | B-score at 10 µM | HEK293 TRPC4beta/mu-opioid, DAMGO-evoked Fluo4 calcium flux; hits give low values | AID 2247 | Q9QUQ5;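 active = B-score over 3 SD under the library average, no early fluorescence shift, positive overall ratio signal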
#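 Material: HEK293 cells with stable TRPC4beta plus mu-opioid receptor expression / Probe or stimulus: DAMGO in two steps, submaximal then maximal / Compound: single concentration per test compound / Technique: kinetic Fluo4 fluorescence imaging of calcium influx / Read-out: per-well B score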
# MrgX1 antag – human MrgX1 receptor antagonism, primary screen; B-score at 10 µM; Q96LB2; 310,000 tested, 1.3% active; MRGX1-HEK293 calcium flux, Fluo-4, BAM8-22 antagonism; hits give low values;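 active = calcium-response B-score plate-corrected more than 3 library SD below zero, starting fluorescence within 5 deviations, no agonist response on first addition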;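 note: peak minus trough fluorescence over baseline after final BAM8-22 challenge near maximal dose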
# ANO1 block – blocks the mouse calcium-activated chloride channel TMEM16A. Q8BHY3. HEK293 TMEM16A/YFP iodide influx fluorescence, ionomycin. normalized B-score (activity score, 25-100; higher = stronger inhibition) at 10 µM. 310,000 tested, 1.2% active. AID 588511;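 active = ratio plate-corrected score three or more library SD toward inhibition, starting fluorescence score within five deviations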;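 note: score derived from kinetic fluorescence span divided by baseline fluorescence per well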
# TRPC6 inhibitor – mouse TRPC6 channel inhibition; HEK293-TRPC6, membrane potential dye, ACh-evoked depolarization; hits give low values; B-score at 10 µM; 310,000 tested, 1.1% active;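 active = B-score under library mean minus 3 SD, initial fluorescence not abnormally high, positive integrated signal ratio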;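 note: B-score derived from integrated fluorescence ratio over the kinetic read; more negative B-score means stronger inhibition of depolarization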
# Target sequence (Q61143 whole entry, looked up): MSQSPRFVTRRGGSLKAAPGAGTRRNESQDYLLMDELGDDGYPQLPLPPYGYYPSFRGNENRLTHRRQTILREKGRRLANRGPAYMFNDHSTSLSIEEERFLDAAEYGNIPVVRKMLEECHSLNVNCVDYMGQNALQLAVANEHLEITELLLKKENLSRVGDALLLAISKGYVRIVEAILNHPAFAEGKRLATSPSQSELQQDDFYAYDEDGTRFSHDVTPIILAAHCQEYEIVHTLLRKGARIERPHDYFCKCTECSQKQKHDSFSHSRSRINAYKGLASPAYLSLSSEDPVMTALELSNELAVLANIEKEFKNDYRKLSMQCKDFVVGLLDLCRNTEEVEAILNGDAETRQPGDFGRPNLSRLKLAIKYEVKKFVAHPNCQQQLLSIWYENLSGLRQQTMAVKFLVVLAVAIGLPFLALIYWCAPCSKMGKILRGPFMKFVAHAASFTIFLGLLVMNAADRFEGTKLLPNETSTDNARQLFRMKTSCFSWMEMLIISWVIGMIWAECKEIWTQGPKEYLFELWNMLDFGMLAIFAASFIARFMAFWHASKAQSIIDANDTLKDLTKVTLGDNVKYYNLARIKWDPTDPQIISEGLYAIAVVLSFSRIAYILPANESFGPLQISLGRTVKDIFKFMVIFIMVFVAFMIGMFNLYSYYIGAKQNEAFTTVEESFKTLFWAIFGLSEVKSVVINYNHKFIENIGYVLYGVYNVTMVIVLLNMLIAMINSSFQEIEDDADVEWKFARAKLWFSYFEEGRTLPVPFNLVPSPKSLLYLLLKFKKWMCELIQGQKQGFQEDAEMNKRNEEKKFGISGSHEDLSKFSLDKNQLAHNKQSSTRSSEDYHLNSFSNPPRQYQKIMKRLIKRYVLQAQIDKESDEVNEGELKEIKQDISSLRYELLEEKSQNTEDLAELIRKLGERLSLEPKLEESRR
# TRPC4 PAM – TRPC4 (mouse) allosteric potentiation | Q9QUQ5 | HEK293 TRPC4beta/mu-opioid, DAMGO EC20, Fluo-4 Ca2+ flux; hits give high values | B-score at 10 µM | 310,000 tested, 0.42% active;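 active = B-score of calcium response area above 5 SD of library B-scores, with initial fluorescence ratio within 5 SD of library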;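 note: B-score of integrated fluorescence ratio over time as area under calcium response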
# RGS4 block – inhibitors of human RGS4; P49798; AID 463165; B-score at 10 µM; 310,000 tested, 0.45% active; HEK293 M3R/RGS4 inducible, Fluo-4 calcium flux; hits give high values; triggered by carbachol at its EC20;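 active = B-score, a plate-corrected calcium signal, over three deviations above library mean, with baseline fluorescence within five deviations of library mean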;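 note: RGS4 expression induced by doxycycline in cells with stable M3 receptor; B-score is computed from the integrated fluorescence ratio over baseline after carbachol; higher B-score means a larger calcium signal and so more RGS4 inhibition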
# Target sequence (P49798 whole entry, looked up): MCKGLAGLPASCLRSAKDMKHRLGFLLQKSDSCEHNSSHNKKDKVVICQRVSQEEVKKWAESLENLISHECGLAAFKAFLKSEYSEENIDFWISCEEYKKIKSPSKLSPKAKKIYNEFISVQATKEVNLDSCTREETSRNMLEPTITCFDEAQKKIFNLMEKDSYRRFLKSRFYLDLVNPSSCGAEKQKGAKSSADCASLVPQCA
# TRPC6 activator – activators of mouse TRPC6 channel | Q61143 | HEK293-TRPC6 membrane potential dye fluorescence; hits give high values | B-score at 10 µM | 310,000 tested, 0.13% active | AID 2550;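 active = B-score of the integrated fluorescence ratio above library mean plus 3 SD, and starting fluorescence ratio within library mean plus 5 SD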;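 note: higher score means more depolarization so channel activation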
# TMEM16A act – activates or potentiates the mouse TMEM16A chloride channel. Q8BHY3. HEK293 TMEM16A/YFP-H148Q/I152L, iodide quench fluorescence; hits give low values. B-score at 10 µM. 340,000 tested, 0.3% active. AID 623877;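 active = fluorescence-ratio B-score plate-corrected deviation score at least 3 library SD below zero, with starting fluorescence score within 5 deviations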;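 note: channel opened by trigger with iodide after compound preincubation; score built on the fluorescence ratio of max minus min over baseline; more negative score means more quench and so TMEM16A activation or potentiation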
# MrgX1 agonist – activates human MrgX1 receptor signaling; Q96LB2; MrgX1-HEK293 cells, Fluo-4 calcium fluorescence, agonist mode; hits give high values; B-score at 10 µM; 310,000 tested, 0.44% active; AID 588627;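 active = calcium response B-score plate-corrected fluorescence ratio at least 3 library SD, with starting fluorescence B-score inside 5 SD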
#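 Material: HEK293 cells stably expressing human MrgX1 receptor | Quantity: 15,000 cells per well | Times: Cells plated overnight, dye loaded 0.5 h 37 °C, 0.5 h room temperature | Measured by: Kinetic Fluo-4 NW fluorescence of intracellular calcium | Control set: Positive and negative controls per plate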
# MrgX1 PAM – allosterically activates human MrgX1 receptor signaling; Q96LB2; MrgX1-HEK293, Fluo-4 calcium flux, FDSS; hits give high values; B-score at 10 µM; 310,000 tested, 0.63% active; AID 588675;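 active = plate-corrected calcium response at least 3 library SD above typical, normal starting fluorescence, not activating the receptor alone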;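 note: compound read alongside a low EC10 to EC30 dose of BAM8-22 agonist; peak minus trough fluorescence over baseline measured at the second addition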
# TRPC4 act – opens the mouse TRPC4 cation channel; B-score at 10 µM; 310,000 tested, 0.49% active; AID 2237; Q9QUQ5; HEK293 TRPC4beta/mu-opioid, Fluo4 calcium fluorescence; hits give high values;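 active = B-score above 5 SD of library B-scores, and initial fluorescence ratio not above library mean plus 5 SD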;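 note: positive B-score marks a calcium rise read as TRPC4 activation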
#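 system = HEK293 cells stably co-expressing mouse TRPC4beta and mu-opioid receptor | schedule = Fluo4 dye loading 45 min at room temperature, 110 s recording | measure = B-scored integrated calcium fluorescence ratio | signal = Fluo4 calcium-sensitive dye fluorescence, kinetic, 1 Hz baseline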
# The depositor's hits bear a star; i = inactive; x = no result given. Not a hit list (roughly 5.8% active in at least one column).
SMILES,TRPC4 inh,MrgX1 antag,ANO1 block,TRPC6 inhibitor,TRPC4 PAM,RGS4 block,TRPC6 activator,TMEM16A act,MrgX1 agonist,MrgX1 PAM,TRPC4 act
Cn1c(SCC(=O)N2CCCC2)nnc1-c1ccc2c(c1)OCO2,i,i,i,i,i,i,i,i,i,i,i
Cc1cc(C(=O)NNC(=S)NCc2ccco2)n(C)n1,i,i,i,i,i,i,i,i,i,i,i
CCOc1cc(OCC)cc(C(=O)NCCCN2CCOCC2)c1,i,i,i,i,i,i,i,i,i,i,i
Cc1ccc(S(=O)(=O)N(C)C)cc1NC(=O)CCCNC(=O)c1ccc(Cl)cc1,i,i,i,i,i,i,i,i,i,i,i
Cc1ccc2nc3ccc(N4CCN(C)CC4)nn3c(=O)c2c1,i,i,i,i,i,i,i,i,i,i,i
Nc1ccc(NS(=O)(=O)c2ccccc2)cc1,i,i,i,i,i,i,i,i,i,i,i
Cc1ccn2c(=O)nc(SCC(=O)NCc3ccc(F)cc3)nc2c1,i,i,i,i,i,i,i,i,i,i,i
O=C(Nc1ccc([N+](=O)[O-])cc1)c1cccc(S(=O)(=O)Nc2cccnc2)c1,i,i,i,i,i,i,i,i,i,i,i
COC(=O)C1=C(C)N(c2ccc(OC)c(OC)c2)C(=O)C1,i,i,i,i,i,i,i,i,i,i,i
CC(=O)n1cc(/C=N/NC(=O)c2ccc(Cl)cc2)c2ccccc21,i,i,i,i,i,i,i,i,i,i,i
OCCCNc1nc(-c2ccccc2)c2cc(Br)ccc2n1,i,i,i,i,i,i,i,i,i,i,i
CCCn1c(CN2CCN(C(=O)OCC)CC2)nc2cc([N+](=O)[O-])ccc21,i,i,i,i,i,i,i,i,i,i,i
Cc1ccc(C)c(OCC(=O)Nc2ccc(S(=O)(=O)N3CCN(C)CC3)cc2)c1,i,i,i,i,i,i,i,i,i,i,i
Cc1ccc(C)c(NC(=O)CCC(=O)N/N=C/c2cc([N+](=O)[O-])ccc2O)c1,i,i,i,i,i,i,i,i,i,i,i
CCOC(=O)c1[nH]c(C)c(C(=O)OCc2ccc(C)cc2)c1C,i,i,i,i,i,i,i,i,i,i,i
Cc1[nH]c2ccccc2c1/C=N/NC(=O)Cc1cccs1,i,i,i,i,i,i,i,i,i,i,i
CCOC(=O)c1sc2ccc(S(=O)(=O)N3CCCCC3)cc2c1N,i,i,i,i,i,i,i,i,i,i,i
CCCCc1nnc(NC(=O)c2nc3nccc(C)n3n2)s1,i,i,i,i,i,i,i,i,i,i,i
O=C(NCc1ccc2c(c1)OCO2)C1CCCN1C(=O)Nc1ccc(F)cc1 (stereo not given),i,i,i,i,i,i,i,i,i,i,i
CCN1CCN(C(=O)CN(C)S(=O)(=O)c2cc(C)ccc2OC)CC1,i,i,i,i,i,i,i,i,i,i,i
Cc1ccc(-n2c(C)nc3c(cnn3-c3ccc(F)cc3)c2=O)cc1,i,i,i,i,i,i,i,i,i,i,i
CCN(C(=O)COC(=O)CSc1ccc(C)c(C)c1)C1CCS(=O)(=O)C1 (stereo not given),i,i,i,i,i,i,i,i,i,i,i
CCCCN(C(=O)/C=C/c1ccco1)c1c(N)n(CC(C)C)c(=O)[nH]c1=O,i,i,i,i,i,i,i,i,i,i,i
CC(=O)Nc1cccc(C(=O)NC2CCCc3c2cnn3-c2ccc(C(C)(C)C)cc2)c1 (stereo not given),i,i,i,i,i,i,i,i,i,i,i
CSc1ncccc1C(=O)OCC(=O)N1CCN(S(=O)(=O)c2ccc(C)cc2C)CC1,i,i,i,i,i,i,i,i,i,i,i
# (next part)
SMILES,TRPC4 inh,MrgX1 antag,ANO1 block,TRPC6 inhibitor,TRPC4 PAM,RGS4 block,TRPC6 activator,TMEM16A act,MrgX1 agonist,MrgX1 PAM,TRPC4 act
CN1CC2CCCC3(C1)C(=O)NC1(CCCCC1)N=C23 (stereo not given),i,i,i,i,i,i,i,i,i,i,i
CCCc1cc(=O)n2[nH]c(-c3cccc(Br)c3)cc2n1,i,i,i,i,i,i,i,i,i,i,i
Cc1csc(NC(=O)c2sc3nc(-c4cccs4)ccc3c2N)n1,i,i,i,i,10*,i,i,x,93*,i,47*
O=C(O)c1ccc2c(c1)C(=O)N(c1ncccn1)C2=O,i,i,i,i,i,i,i,i,i,i,i
O=C(CN(c1ccccc1F)S(=O)(=O)c1ccccc1)Nc1ccc2c(c1)OCCO2,i,i,i,i,i,i,i,i,i,i,i
O=C(Nc1ccc2c(c1)OCCO2)Nc1ccc2c(c1)OCO2,i,i,i,i,i,i,i,i,i,i,i
Cc1ccc2nc(NCc3ccccc3)c(C=O)c(=O)n2c1,i,i,i,i,i,i,i,i,i,i,i
Cc1ccccc1-c1cc2c(nn1)-c1ccccc1C2=O,i,i,i,i,i,i,i,i,i,i,i
CCOC(=O)N1CCN(c2nc(-c3cccs3)cc(C(F)(F)F)n2)CC1,i,i,i,i,i,i,i,i,i,i,i
Cc1ccc(NC(=O)OCc2cc(-c3ccccc3)on2)cc1,i,i,i,i,i,i,i,i,i,i,i
O=C(NCS(=O)(=O)c1ccccc1)c1ccccc1,i,i,i,i,i,i,i,i,i,i,i
CCOC(=O)c1cc(-c2ccccc2)sc1NC(=O)CN1C(=O)NC(CC)(c2ccccc2)C1=O (stereo not given),i,i,i,i,i,i,i,i,i,i,i
COc1cc2c(C)nc3c(cnn3-c3ccccc3)c2cc1OC,i,i,i,i,i,i,i,i,i,i,i
O=c1c2ccccc2nc2c3ccccc3ncn12,i,i,i,i,i,i,i,i,i,i,i
CC(C)[C@H]1C(=O)Nc2ccccc2N1C(=O)N[C@@H](Cc1ccccc1)C(=O)N[C@H](Cc1ccccc1)C(=O)O,i,i,i,i,i,i,i,i,i,i,i
O=C(CSc1ccc2ccccc2c1)NC1CCCc2ccccc21 (stereo not given),i,i,i,i,i,i,i,i,i,i,i
O=C(CCN1C(=O)S/C(=C/c2ccc(Cl)cc2)C1=O)N1CCOCC1,i,i,i,i,i,i,i,i,i,i,i
CC(=O)N1N=C(c2cccc(NS(C)(=O)=O)c2)CC1c1cccs1 (stereo not given),i,i,i,i,i,i,i,i,i,i,i
COc1ccc(-n2nc(C(=O)NCC(=O)N3CCCC3)c3ccccc3c2=O)c(OC)c1,i,i,i,i,i,i,i,i,i,i,i
CCOC(=O)C(C(=O)N(C)Cc1ccccc1)C1CCCCC1 (stereo not given),i,i,i,i,i,i,i,i,i,i,i
CC(C)NC(=O)Cn1cnc2c1c(=O)n(C)c(=O)n2C,i,i,i,i,i,i,i,i,i,i,i
COc1ccc(-c2nc3c(n2O)CCc2c-3no[n+]2[O-])cc1,i,i,i,i,i,i,i,i,i,i,i
c1ccc(-c2ccc(-c3ccncn3)cc2)cc1,i,i,i,i,i,i,i,i,i,i,i
CC(C)S(=O)(=O)c1ccc(C(=O)Nc2ccc(F)cc2F)cn1,i,-5.9*,i,i,i,i,i,i,i,i,i
COc1ccc(C2CC(=O)CC(=O)C2n2cncn2)cc1 (stereo not given),i,i,i,i,i,i,i,i,i,i,i

# The list goes on, starting with the last 3 of the part before.
SMILES,TRPC4 inh,MrgX1 antag,ANO1 block,TRPC6 inhibitor,TRPC4 PAM,RGS4 block,TRPC6 activator,TMEM16A act,MrgX1 agonist,MrgX1 PAM,TRPC4 act
c1ccc(-c2ccc(-c3ccncn3)cc2)cc1,i,i,i,i,i,i,i,i,i,i,i
CC(C)S(=O)(=O)c1ccc(C(=O)Nc2ccc(F)cc2F)cn1,i,-5.9*,i,i,i,i,i,i,i,i,i
COc1ccc(C2CC(=O)CC(=O)C2n2cncn2)cc1 (stereo not given),i,i,i,i,i,i,i,i,i,i,i
CCn1c2ccccc2c2cc(/C(C)=N/O)ccc21,i,i,i,i,i,i,i,i,i,i,i
O=C(c1ccc(Cl)cc1)N1CCOc2ccccc21,i,i,i,i,i,i,i,i,i,i,i
COc1ccc(N2C(=O)C(Cl)=C(NCc3ccccc3)C2=O)cc1,i,i,i,i,i,i,i,i,i,i,i
O=C(COC(=O)c1cc[n+]([O-])cc1)NCC12CC3CC(CC(C3)C1)C2,i,i,i,i,i,i,i,i,i,i,i
COc1ccccc1C1=NOC(COC(=O)c2ccc3ccccc3n2)C1 (stereo not given),i,i,i,i,i,i,i,i,i,i,i
Cc1ccc(C(=O)n2cnnc2N)cc1,i,i,i,i,i,i,i,i,i,i,i
COc1ccc(/C=C2\SC(N3CCc4ccccc4C3)=NC2=O)cc1OC,i,i,i,i,i,i,i,i,i,i,i
CCNC(=O)CC1S/C(=N/N=C(\C)c2ccccc2)NC1=O (stereo not given),i,i,i,i,i,i,i,i,i,i,i
CC1CN(C(=O)c2ccccc2Oc2ccccc2)CC(C)O1 (stereo not given),i,i,i,i,i,i,i,i,i,i,i
COC(C(=O)N/N=C(\C)c1ccc(O)cc1)c1ccccc1 (stereo not given),i,i,i,i,i,i,i,i,i,i,i
COCCOc1cc(-n2ccnc2SC)c(Cl)cc1Cl,i,i,i,i,i,i,i,i,i,i,i
OCCCn1c(C(CO)Nc2nc(-c3ccc(Cl)cc3)cs2)nc2ccccc21 (stereo not given),i,i,i,i,i,i,i,i,i,i,i
Cc1ccc(C(=O)Nc2nnc(C3CCCCC3)s2)o1,i,i,i,i,i,i,i,i,i,i,i
Clc1ccccc1-c1nnc2sc(-c3ccc4c(c3)OCO4)nn12,i,i,i,i,i,i,i,i,i,i,i
CC(=O)c1cccc(CN2CCc3ccc(NC(=O)C4CCCO4)cc3C2)c1 (stereo not given),i,i,i,i,i,i,i,i,i,i,i
Cc1cc(C)nc(N/N=C/c2cc3c(cc2[N+](=O)[O-])OCO3)n1,i,i,i,i,i,i,i,i,i,i,i
CCOC(=O)C1(Cc2ccccc2C)CCCN(C(=O)c2ccccn2)C1 (stereo not given),i,i,i,i,i,i,i,i,i,i,i
CC(NC(=O)Cn1nnc(-c2ccncc2)n1)c1ccccc1 (stereo not given),i,x,x,i,i,i,i,x,x,x,i
O=C(Cc1ccccc1Cl)Nc1cccnc1,i,i,i,i,i,i,i,i,i,i,i
